# BLM helicase inh – Bloom syndrome helicase (human) inhibition | P54132 | recombinant BLM DNA unwinding, fluorescence dequenching | Potency, µM (top dose mostly 56.1 µM), for the others: at the top dose activity change, negative = inhibition, hits mostly inhibitors | actives 0.2% (n = 350,000) | AID 2528;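 further: potency means the concentration at half of the fitted maximal effect; plate controls were vehicle for no effect and no enzyme for full effect; nearly all actives have a fitted effect of over 35% in size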
# POLK inh – DNA polymerase kappa (human) inhibition; Potency, µM (series often up to 107 µM), without a hit: at the top dose activity, negative = inhibition, usual class: inhibitors; purified Pol kappa, fluorescent DNA synthesis assay, 10 min; Q9UBT6; actives 0.53% (n = 400,000); further: potency means the concentration at half of the fitted maximal effect; on the % scale 0 is the no-effect control and ±100 the full control effect
#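 Enzyme at 10 nM met test compounds for 15 min at room temperature. Substrate addition (50 nM final) began the reaction, which was monitored by fluorescence at 0 and 10 min.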
# POLB inh – DNA polymerase beta (human) inhibition | actives 1.3% (n = 340,000) | AID 485314 | P06746 | Pol beta primer extension/strand displacement, fluorescence kinetic | Potency, µM (top dose mostly 114 µM), without a hit: at the top dose activity change, negative = inhibition, actives largely listed as inhibitors; further: potency means the concentration at half of the fitted maximal effect; on the % scale 0 is the no-effect control and ±100 the full control effect
#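 Reaction started by 50 nM substrate onto compound-treated Pol beta (10 nM, 15 min preincubation, room temperature); plates read at 0 min and 10 min. Normalized concentration-effect data fitted by four-parameter Hill equation.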
# TRHR agonist – agonists of human TRH receptor. P34981. TRHR cells, calcium flux fluo-8, FDSS agonist mode. activation, % at 2 µM. actives 0.18% (n = 360,000). AID 493084; in the data active means activation above about 30%; further: 0% is about no effect
# Target sequence (P34981 whole entry, looked up): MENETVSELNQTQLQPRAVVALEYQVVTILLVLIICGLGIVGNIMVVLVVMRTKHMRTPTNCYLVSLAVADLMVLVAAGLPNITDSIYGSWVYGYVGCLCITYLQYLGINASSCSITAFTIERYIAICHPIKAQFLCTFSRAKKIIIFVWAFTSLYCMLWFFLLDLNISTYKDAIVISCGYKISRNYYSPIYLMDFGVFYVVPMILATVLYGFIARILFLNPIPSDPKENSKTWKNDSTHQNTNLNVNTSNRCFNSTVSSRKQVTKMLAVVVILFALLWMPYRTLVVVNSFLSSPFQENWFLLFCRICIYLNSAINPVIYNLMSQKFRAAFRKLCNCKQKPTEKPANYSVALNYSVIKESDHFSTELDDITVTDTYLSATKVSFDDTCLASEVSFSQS
#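 TRHR-expressing cells, plated overnight in medium with 10% serum, were loaded with fluo-8 calcium dye at room temperature. After a 10 s baseline, library compound was pin-added and calcium release was recorded kinetically (ex 480/em 530) as agonist response.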
# ERG-DNA inh – inhibitors of human ERG Ets domain-DNA interaction | P11308 | fluorescence polarization, His-ERG Ets domain / labelled DNA | Potency, µM (highest dose often 76.9 µM), inactives show at the highest dose FP activity, negative = inhibition, usual class: inhibitors | actives 0.028% (n = 370,000) | AID 624246; active means well fitted inhibition curve with a large enough effect in the polarisation, with a control signal flat; inconclusive means small, poorly fitted or top-dose-only effect, or effect the other way, or a change in a side signal; inactive means no such curve, though single readings can be large or run the other way; the % refers to the polarisation;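 further: polarization taken with two DNA probes labelled with fluorescein and Texas red; potency means the concentration at half of the fitted maximal effect; % of control where 0% means no effect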
# Target sequence (P11308 whole entry, looked up, the tested form may be a part): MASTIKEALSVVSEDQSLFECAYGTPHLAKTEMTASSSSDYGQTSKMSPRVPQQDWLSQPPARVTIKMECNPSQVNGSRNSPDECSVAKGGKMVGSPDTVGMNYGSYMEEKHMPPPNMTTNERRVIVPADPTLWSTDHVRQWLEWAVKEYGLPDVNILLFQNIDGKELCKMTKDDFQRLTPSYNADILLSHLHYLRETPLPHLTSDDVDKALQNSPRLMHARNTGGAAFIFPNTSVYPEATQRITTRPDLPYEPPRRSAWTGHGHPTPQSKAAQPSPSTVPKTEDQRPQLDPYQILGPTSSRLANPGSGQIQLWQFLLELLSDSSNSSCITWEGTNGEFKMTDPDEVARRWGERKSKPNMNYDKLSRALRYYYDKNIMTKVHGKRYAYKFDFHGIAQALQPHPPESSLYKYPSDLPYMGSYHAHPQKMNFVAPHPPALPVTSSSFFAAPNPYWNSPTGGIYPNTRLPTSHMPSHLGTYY
#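 His-tagged ERG Ets domain (1 uM in the protein solution; 300mM KCl, 50mM Tris-HCl, 1mM EDTA, 1mM DTT, pH 7.5) received compound, then a probe mix of 5 nM fluorescein-DNA and 100nM Texas-615-DNA. Fluorescence polarization was read for both dyes.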
# Pol iota inh – blocks human DNA polymerase iota activity. AID 588590. Potency, µM (doses to about 115 µM), without a hit: at the top dose activity, negative = inhibition, hits mostly inhibitors. Q9UNA4. Pol iota fluorescent replication assay, 10 min. actives 1% (n = 390,000); further: potency means the concentration at half of the fitted maximal effect
#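 Pol iota at 10 nM preincubated 15 min with compounds at room temperature; reaction started with fluorescent substrate, 50 nM final. Fluorescence read kinetically at 0 and 10 min; buffer-only wells as negative control.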
# ALOX12 inh – inhibitors of human 12S-lipoxygenase ALOX12 | actives 1.1% (n = 580,000) | Potency, µM (titrated, usually from 108 µM), for the others: top-dose activity change, negative = inhibition, most hits filed as inhibitors | purified 12hLO, xylenol orange hydroperoxide absorbance | AID 1671190 | P18054; further: potency means the concentration at half of the fitted maximal effect; on the % scale 0 is the no-effect control and ±100 the full control effect
#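 Purified human 12hLO (150 nM final) in 25 mM Hepes, 0.01% Triton X-100, pH 7.0 was preincubated 15 min at room temperature with compound. Then 40 uM arachidonic acid was added, 30 min. Hydroperoxide was read by Fe-XO absorbance ratio 573/405 nm.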
# APEX1 inh – APE1 (human) endonuclease inhibition; P27695; recombinant APE1, TAMRA/BHQ-2 abasic DNA cleavage fluorescence; Potency, µM (series often up to 65.8 µM), for the others: at the highest dose activity change, negative = inhibition, most hits filed as inhibitors; actives 0.35% (n = 350,000); AID 2517;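 further: potency means the concentration at half of the fitted maximal effect; plate controls were vehicle for no effect and reference inhibitor for full effect; nearly all actives have a fitted effect of over 55% in size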
#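 Substrate: short duplex with […] THF abasic site, 5'-TAMRA and 3'-BHQ-2, 50 nM final. APE1 at 0.75 nM, preincubated 15 min RT with compound. Fluorescence increase from first to third read measured activity.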
# Apoferritin bind – binds horse apoferritin like a general anesthetic | P02791 | apoferritin/1-aminoanthracene competitive binding, fluorescence | Potency, µM (doses to about 77.5 µM), for inactives: at the top dose activity change, negative = displacement, most hits filed as inhibitors | actives 0.074% (n = 350,000) | AID 485281; further: potency means the concentration at half of the fitted maximal effect; on the % scale 0 is the no-effect control and ±100 the full control effect; nearly all actives have a fitted effect of over 20% in size
# Target sequence (P02791 2-175 limits assumed): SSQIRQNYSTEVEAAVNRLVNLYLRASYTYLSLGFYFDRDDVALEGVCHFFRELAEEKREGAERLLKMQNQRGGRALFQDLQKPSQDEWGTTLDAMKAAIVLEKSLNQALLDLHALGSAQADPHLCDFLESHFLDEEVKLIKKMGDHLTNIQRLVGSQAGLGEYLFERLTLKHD
#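 Probe: 1-aminoanthracene (50% saturated, PBS). Protein: horse-spleen apoferritin, 10 uM. Incubation: 10 min, room temperature. Detection: 380 nm excitation, 535 nm emission. Analysis: normalized response, four-parameter Hill.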
# * = called active by the depositor; i = inactive; ? = inconclusive; . = not tested or not shown; & = joins results of further samples; [ ] = another dose, or the depositor's remark. Unless noted, the call rests on the fitted dose curve; in most records, active means well fitted curve in the direction sought with a large enough effect; inconclusive means small, poorly fitted or top-dose-only effect, or another doubt; inactive means no such curve, though single readings can be large; an effect the other way counts as inactive or inconclusive. Not all compounds are listed, so the mix of outcomes need not match the whole.
SMILES,BLM helicase inh,POLK inh,POLB inh,TRHR agonist,ERG-DNA inh,Pol iota inh,ALOX12 inh,APEX1 inh,Apoferritin bind
Cc1ccc(-c2ccc(/C=N\NC(=O)C3C(=O)NCC3c3ccccc3)o2)cc1Cl (configuration not stated),-16%,-2%,5%,-0.3,7%,13%,0%,?,147%[activator]
Cc1cc(C(=O)OCn2nnc3ccccc3c2=O)c(C)n1-c1ccccc1,-4%,-9%,-16%,-0.2,-11%,10%,9%,-2%,?
Cc1ccccc1NC(=O)COc1coc(CN2CCN(c3ccccc3)CC2)cc1=O,.,-11%,.,0.1,-6%,0%,-5%,-2%,.
Cc1ccc(-c2nnn(CC(=O)N(c3ccccc3F)C(C(=O)NCC3CCCO3)c3c[nH]c4ccccc34)n2)cc1 (configuration not stated),-15%,0%,3%,0.8,-1%,15%,-32%,-5%,-23%
CCOc1ccccc1NC(=O)C(NS(=O)(=O)c1ccc2c(c1)CCC(=O)N2)c1ccccc1 (configuration not stated),-4%,-1%,25%,0.2,7%,11%,-17%,.,-15%
O=C(Nc1ccc(Br)cc1Cl)Nn1cnnc1,-5%,1%,-9%,-0.6,0%,-1%,-10%,2%,-1%
O=C(CCNC(=O)c1ccc([N+](=O)[O-])cc1)Nc1nccs1,-7%,15%,1%,0.0,-3%,?,?,2%,-6%
COc1ccc(OC)c(/C=C/C(=O)OCC(=O)N2CCN(S(=O)(=O)c3ccc(C)cc3C)CC2)c1,.,-4%,.,0.3,-7%,18%,2%,26%,.
COc1ccc(C(=O)CSc2nnc(C3CC3)n2N)cc1,1%,-5%,0%,-0.4,3%,16%,15%,3%,-19%
Cc1ccc(C2C(=O)N(C3CCC(C)CC3)CC(=O)N2C2CCCC2)cc1 (configuration not stated),-4%&-4%,-9%[60.1 µM],0%&4%,-0.1&1.2,4%&-5%,21%,-6%&13%,2%,-6%&-14%
O=C(NCc1ccco1)c1cc(-c2ccccc2)on1,-1%,5%,1%,-0.4,-2%,19%,2%,-2%,-5%
CCOC(=O)C1CCCN(CC(=O)Nc2c(C(=O)OC)[nH]c3ccc(Cl)cc23)C1 (configuration not stated),-12%,-6%,-28%,-0.9,6%,-7%,0%,0%,-19%
CCOc1ccc(CNC(=O)c2ccco2)cc1,0%,3%,2%,0.3,9%,6%,1%,14%,-5%
C[C@H](CO)N1C[C@H](C)[C@@H](CN(C)C(=O)Nc2ccc(C(F)(F)F)cc2)Oc2ccc(NS(=O)(=O)c3ccc(F)cc3)cc2C1=O,.,0%,.,.,-8%,10%,?,-10%,.
O=C(CSc1ccc(Br)cc1)NC1CCS(=O)(=O)C1 (configuration not stated),.,-14%,.,0.6,-6%,9%,-32%,6%,.
CCOc1cccc(NC(=O)CSc2ncc(-c3ccc(Cl)cc3)[nH]2)c1,-5%,-10%,-1%,-0.4,3%,6%,4%,.,-22%
C[C@H](NC(=O)N1CCn2c1nc1ccccc12)C(=O)NCc1ccco1,-3%,1%,7%,-0.3,1%,33%[activator],3%,9%,-13%
CC1(C(=O)O)C=CCN1C(=O)c1ccccc1 (configuration not stated),0%&3%,-7%,-28%,0.1,-1%,14%,1%,-1%&1%,-9%&-14%
Cc1cccc(NS(=O)(=O)c2ccc3c(c2)CCN3C(=O)CCC(=O)O)c1C,-2%,-2%,-1%,-0.3,8%,26%,2%,.,-1%
CCOc1ccc(CCNC(=O)C2=C(C)C(=O)OC23CCC(C)CC3)cc1OCC (configuration not stated),-5%&-4%,1%[60.1 µM],?,-0.6&-0.4,0%&-5%,9%&38%,-2%&-24%,7%,-16%&-18%
O=C(Nc1nncs1)C1CCCC1,.,1%,.,.,4%,5%,37%[activator],.,.
CCOCCCNC(=O)Cn1nc(-c2ccccc2)ccc1=O,0%,-5%,-9%,-0.1,1%,19%,8%,-2%,-13%
CC(=O)N1[C@H](Cc2ccccc2)C=C[C@]1(C)C(=O)NCCc1c[nH]c2ccccc12,1%,-6%,-17%,1.1,-5%,-2%,-4%,?,2%
CC(C(=O)O)n1cc(Cl)cn1 (configuration not stated),-1%,1%,-13%,0.6,5%,-20%,-9%,3%,-3%
CCN1C(=O)[C@H]2[C@H]3CN=C(SC)N3[C@@](Cc3ccccc3)(C(=O)OC)[C@H]2C1=O,.,5%,.,.,-4%,?,-26%,-6%,.
O=C(OCC(=O)N1N=C(c2ccc(Cl)cc2)CC1c1ccco1)c1ccccc1O (configuration not stated),-8%,-5%,-3%,-0.5,-3%,?,29%,-2%,?
CCNC(=O)NC(=O)C(C)OC(=O)c1oc2ccc(OC)cc2c1C (configuration not stated),-2%,-8%,-11%,0.9,1%,21%,0%,0%,-5%
O=S(=O)(c1ccc(N2CCCC2)nc1)N1CCCC1,-1%,-11%,15%,-0.3,3%,157%[activator],-2%,13%,-6%
O=C(Cn1cncn1)c1ccccc1Br,-2%,-2%,9%,0.3,12%,64%[activator],135%[activator],9%,-6%
Cc1ccsc1-c1nc(C(N)=O)c2[nH]c(=O)n(-c3ccc(Cl)cc3)c2n1,-17%,-13%,-17%,0.9,4%,26%,5%[57.4 µM],-1%,0%
O=C(O)c1cccc(Nc2c([N+](=O)[O-])c(=O)oc3ccccc23)c1,2%,-3%,9%,1.2,2%,-5%,5%,-7%,1%
COc1ccc(-c2cc(C#N)nc(N3CCN(C)CC3)n2)cc1,194%[activator],-8%,-24%,0.0,-5%,-9%,-18%,11%,-4%
Cc1ccc(C2CC(=O)NC(SCC(=O)Nc3nccs3)=C2C#N)cc1 (configuration not stated),0%,6%,0%,0.1,-1%,-6%,13%,1%,-1%
CCOC(=O)c1ccc(NC(=O)C2CCN(C(=O)c3ccc(OC)c(OC)c3)CC2)cc1,0%,-7%,0%,-0.2,-5%,-1%,0%,3%,-4%
CC(C)c1ccc(/C=N/n2c(-c3ccccc3)n[nH]c2=S)cc1,-3%,-12%,-17%,-0.8,-12%,-8%,?,3%,-22%
NC(=O)CSc1nnc(Cn2c(=O)sc3ccccc32)n1-c1ccccc1,4%,-3%,-1%,0.0,4%,-19%,366%[activator],-5%,1%
O=C(NCc1ccc(F)cc1)c1ccc(Nc2nc3ccccc3n3nnnc23)cc1,-6%,0%,-3%,0.7,-2%,7%,?,.,8%
Cc1onc(-c2c(Cl)cccc2Cl)c1C(=O)NCCc1ccncc1,-1%,-2%,9%,0.2,1%,14%,340%[activator],-15%,-3%
CC(C)CCNC(=O)CN(CCN1CCOCC1)C(=O)Cn1nnc(-c2ccc(F)cc2)n1,-3%,0%,2%,0.0,5%,4%,6%,3%,-14%
CCCCNC(=O)c1ccc2c(c1)NC(=O)C(CS(=O)(=O)Cc1cccc(C)c1)N2 (configuration not stated),-5%,-4%,28µM*,1.8,12%,8%,-14%,.,-12%

# 4 compounds from above, sorted by molecular weight, ascending.
SMILES,BLM helicase inh,POLK inh,POLB inh,TRHR agonist,ERG-DNA inh,Pol iota inh,ALOX12 inh,APEX1 inh,Apoferritin bind
O=C(O)c1cccc(Nc2c([N+](=O)[O-])c(=O)oc3ccccc23)c1,2%,-3%,9%,1.2,2%,-5%,5%,-7%,1%
Cc1onc(-c2c(Cl)cccc2Cl)c1C(=O)NCCc1ccncc1,-1%,-2%,9%,0.2,1%,14%,340%[activator],-15%,-3%
CCCCNC(=O)c1ccc2c(c1)NC(=O)C(CS(=O)(=O)Cc1cccc(C)c1)N2 (configuration not stated),-5%,-4%,28µM*,1.8,12%,8%,-14%,.,-12%
CCOC(=O)c1ccc(NC(=O)C2CCN(C(=O)c3ccc(OC)c(OC)c3)CC2)cc1,0%,-7%,0%,-0.2,-5%,-1%,0%,3%,-4%

# Further records:
SMILES,BLM helicase inh,POLK inh,POLB inh,TRHR agonist,ERG-DNA inh,Pol iota inh,ALOX12 inh,APEX1 inh,Apoferritin bind
O=[N+]([O-])c1ccc(/C=N/Nc2ccccn2)cc1,-6%,-21%,38%,1.0,-2%,-10%,0%,-1%,-6%
COc1ccccc1N1CCN(C(=O)CSc2nnc(NC(=O)C3CCC3)s2)CC1,-1%,0%,15%,-0.4,-5%,2%,18%,-1%,-11%
COc1ccc(Nc2nc(N)nc(CSCCO)n2)cc1,-1%,-5%,-2%,0.4,-1%,9%,0%,6%,-4%
CCC(=O)NC(=S)Nc1ccc(S(=O)(=O)N2CCN(C)CC2)cc1,1%,-84%,4%,0.1,-4%,?,-23%,-6%,-13%
Cc1ccc(C(c2sc3nc(C)nn3c2O)N2CCOCC2)cc1 (configuration not stated),0%,3%,12%,-0.6,1%,-7%,-7%,1%,-6%
CC12CCC(=O)N1C(C(=O)NNC(=O)c1ccccc1F)CS2 (configuration not stated),.,13%,.,1.4,4%,0%,203%[activator],10%,.
O=C(CCCN1C(=O)/C(=C/c2cccs2)SC1=S)Nc1ccc(O)cc1,-7%,-7%,9%,0.2,7%,4%,?,-16%,-16%
CC(C)(C)c1ccc(/C=C/C(=O)NCCCn2ccnc2)cc1,1%,-9%,2%,-0.1,10%,141%[activator],i,9%,2%
O=C(Nc1sc2c(c1C(=O)O)CCCCC2)c1ccccc1F,-2%,-4%,2%,0.4,9%,-22%,-8%,1%,-6%
Cc1c(Cl)c([N+](=O)[O-])nn1CC(=O)Nc1c(C)n(C)n(-c2ccccc2)c1=O,3%,-3%,20%,-0.1,2%,21%,18%,-2%,-7%
CC(C)=CCC/C(C)=C/CC/C(C)=C/CO,-5%&-1%,5%[19.4 µM],.,.,.,.,11%,-5%&-8%&2%,?
